Screens as filed in PubChem.
HepG2 tox: kills HepG2 cells in TGF-b inhibitor counter-screen; HepG2 CAGA-GFP viability, ATP luminescence, 18 h; Potency, µM (series often up to 46.1 µM), inactives show at the highest dose activity change, negative = cytotoxicity, usual class: cytotoxic; 410,000 compounds, 0.76% hits; AID 588856; note: some results filed as inactive show a strong effect at the top dose
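HepG2 CAGA-GFP cells (1000/well, DMEM with 1% FBS) received compound, then TGF-beta at 500 pg/mL final, and were incubated 18 hours at 37 degrees C. Viability was read by CellTiter-Glo luminescence. Media-only wells were set as complete cell-killing and DMSO as no toxicity.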
Nrf2 inh: blocks Nrf2 signaling; 360,000 compounds, 2.1% hits; Potency, µM (highest dose often 46 µM), without a hit: at the top dose activity change, negative = inhibition, hits mostly inhibitors; A549 ARE-Fluc reporter, luciferase luminescence, 18-24 h; AID 504444; note: % is set by controls: 0 for no effect and ±100 for the full control effect; nearly all actives have a fitted effect of over 60% in size
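Reporter: ARE-Fluc in A549. Exposure: 18-24 h, 37 °C, 5% CO2, 5% FBS OPTI-MEM. Readouts: fluorescent cytotoxicity (CellTiter-Fluor), then luminescent Nrf2 signal after BugLite.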
A549 tox: counter-screen for Nrf2 inhibitors: cytotoxicity in A549 cells; A549 ARE-Fluc cells, CellTiter-Fluor viability, 18-24 h; 390,000 compounds, 0.16% hits; Potency, µM (top dose mostly 46 µM), for the others: top-dose activity change, negative = cytotoxicity, hits mostly inhibitors; note: % is set by controls: 0 for no effect and ±100 for the full control effect
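Cytotoxicity counterscreen: CellTiter-Fluor fluorescence was measured in A549 ARE_Fluc cells after 18-24 h of compound exposure in a concentration series. The subsequent BugLite luminescent read reports ARE-luciferase activity.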
TGFb inhibitor: inhibitors of TGF-b signaling. AID 588855. Potency, µM (titrated, usually from 46.1 µM), inactives show at the top dose activity, negative = inhibition, most hits filed as inhibitors. 410,000 compounds, 1.2% hits. HepG2 CAGA-GFP TGF-b/SMAD3 reporter, GFP fluorescence, 18 h; TGF-beta stimulated, 500 pg/mL final; note: % is set by controls: 0 for no effect and ±100 for the full control effect; nearly all actives have a fitted effect of over 65% in size
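HEPG2 CAGA-GFP, 1000 cells/well; 2 h settle, 37 C; cpd via pin tool; TGF-b 500 pg/mL final; 18 h, 37 C; GFP imaging ex488/em500-530; %Activity normalised to -TGF-b and +DMSO controls; CRC fit, curve class.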
The depositor's hits bear a star; ? = inconclusive; . = no result given; [ ] = another dose, or the depositor's remark. Calls come from the whole dose curve; as a rule, active = well fitted curve in the direction sought with a large enough effect; inconclusive = small, poorly fitted or top-dose-only effect, or another doubt; inactive = no such curve, though single readings can be large; an effect the other way counts as inactive or inconclusive. Potency is the fitted concentration of half-maximal effect.

Results follow in this order: HepG2 tox | A549 tox | TGFb inhibitor | Nrf2 inh
O=C(OCC#CCSc1nnc(-c2cccc3ccccc23)o1)c1ccc(SC(F)(F)F)cc1
→ . | 2% | . | -10%
Cc1ccc(S(=O)(=O)C2CCN(c3nc(-c4cccs4)nc4ccccc34)CC2)cc1
→ . | 0% | . | 9%
COc1ccc(-c2nc3ccc(NC(C)=O)cc3c(=O)n2Cc2ccccc2)cc1COc1ccc(NC(C)=O)cc1
→ . | -1% | . | -9%
Cc1ccc(NS(=O)(=O)c2ccc3c(c2)CC(=O)N3C)cc1C
→ . | 4% | . | ?
COc1ccccc1C1=Nn2c(nnc2-c2ccccc2O)SC1
→ . | -9% | . | -15%
Cc1cccc(OC2=NS(=O)(=O)c3ccccc32)c1
→ . | 8%[65.3 µM] | . | -7%[65.3 µM]
O=S1(=O)N=C(Oc2cccc(-c3ccccc3)c2)c2ccccc21
→ . | 1% | . | 25%
COc1cccc(C2=Nn3c(nnc3-c3ccc(OC)cc3OC)SC2)c1
→ . | -10% | . | 7%
CC(C)(C)c1ccc(Nc2nc(C#N)nc(NC3CCCC3)n2)cc1
→ . | ? | . | ?
O=C(CNC(=O)c1ccc(Cl)cc1Cl)OC(C(=O)Nc1cc(C(F)(F)F)ccc1Cl)c1ccccc1 (stereo not given)
→ . | 4% | . | 7%
CCn1cnc2c(Nc3ccc(CC(=O)N=C(N)N)cc3)nc(C#N)nc21
→ . | -2% | . | -20%
O=[N+]([O-])c1ccc([S+](=O)([O-])N2CCN([S+](=O)([O-])c3ccc4c(c3)OCCO4)CC2)c([N+](=O)[O-])c1
→ . | -1% | . | -18%
CCOC(=O)c1nn(-c2ccc(OC)cc2)c(=O)c2c(NC(=O)Cc3ccccc3)scc12
→ . | 2% | . | 8%
CC(=O)Nc1ccc(OCc2cccc(-c3nc4ccccc4c(=O)n3Cc3ccco3)c2)cc1
→ . | -15% | . | ?
O=S(=O)(c1cccc2ccccc12)N1CCN(c2nc(-c3cccs3)nc3ccccc23)CC1
→ . | -4% | . | -10%
COc1cccc(C2c3c(ncn(-c4ccccc4C(C)(C)C)c3=N)Oc3ccc4ccccc4c32)c1 (stereo not given)
→ . | -5% | . | -2%
COc1ccc(N2CCN(S(=O)(=O)c3ccc4c(c3)CC(=O)N4)CC2)cc1
→ . | 0%[92.2 µM] | . | -2%[92.2 µM]
CCNc1cccc(S(=O)(=O)N2CCCN(S(=O)(=O)c3ccc4c(c3)OCCO4)CC2)c1
→ . | -2% | . | ?
CCCN1CNc2c(c(=O)[nH]c(=S)n2CCc2ccccc2Cl)C1
→ . | 0% | . | 18%
O=S1(=O)N=C(Oc2ccccc2Cl)c2ccccc21
→ . | 0%[65.3 µM] | . | 8%[65.3 µM]
COc1ccc(C(=O)NCC(=O)OC(C(=O)Nc2cc(C(F)(F)F)ccc2Cl)c2ccccc2)cc1OC (stereo not given)
→ . | -3% | . | -16%
COc1cccc(C2c3c(ncn(-c4ccc5c(c4)OCO5)c3=N)Oc3ccc4ccccc4c32)c1 (stereo not given)
→ . | -7% | . | 7%
CC(C)(C)OC(=O)NCc1nnc(-c2cc3ccccc3[nH]2)s1
→ . | -9% | . | 16%
COc1ccc(CN(CCCN)c2ccc(Br)cn2)cc1
→ . | 2% | . | ?
Cc1cc2c(s1)c1cnn(Cc3cccc(Cl)c3)c(=O)c1n2C
→ . | -4% | . | ?
O=C(Nc1ccccc1)Nc1nc(Nc2cc(F)cc(F)c2)nc(NC2CCCC2)n1
→ . | -5% | . | -23%
Cn1nnnc1Sc1ncnc2scc(-c3ccc(N)cc3)c12
→ . | 1% | . | 11%
COc1ccc(C2=Nn3c(nnc3-c3cccc(OC)c3OC)SC2)cc1OC
→ . | -6% | . | ?
Nc1nc(Nc2cc(F)cc(F)c2)nc(NC2CCCC2)n1
→ . | -7% | . | -15%
COc1ccc(Br)cc1S(=O)(=O)N1CCN(S(=O)(=O)c2ccc3c(c2)OCCO3)CC1
→ . | -1% | . | ?

Sorted by formula weight (rising): part of the list above.
Results follow in this order: HepG2 tox | A549 tox | TGFb inhibitor | Nrf2 inh
O=S1(=O)N=C(Oc2ccccc2Cl)c2ccccc21
→ . | 0%[65.3 µM] | . | 8%[65.3 µM]
CCOC(=O)c1nn(-c2ccc(OC)cc2)c(=O)c2c(NC(=O)Cc3ccccc3)scc12
→ . | 2% | . | 8%
CC(=O)Nc1ccc(OCc2cccc(-c3nc4ccccc4c(=O)n3Cc3ccco3)c2)cc1
→ . | -15% | . | ?
COc1cccc(C2c3c(ncn(-c4ccccc4C(C)(C)C)c3=N)Oc3ccc4ccccc4c32)c1 (stereo not given)
→ . | -5% | . | -2%
O=C(CNC(=O)c1ccc(Cl)cc1Cl)OC(C(=O)Nc1cc(C(F)(F)F)ccc1Cl)c1ccccc1 (stereo not given)
→ . | 4% | . | 7%

3 entries from above, with each value named:
O=C(OCC#CCSc1nnc(-c2cccc3ccccc23)o1)c1ccc(SC(F)(F)F)cc1
  HepG2 tox: .	A549 tox: 2%	TGFb inhibitor: .	Nrf2 inh: -10%

Cc1ccc(S(=O)(=O)C2CCN(c3nc(-c4cccs4)nc4ccccc34)CC2)cc1
  HepG2 tox: .	A549 tox: 0%	TGFb inhibitor: .	Nrf2 inh: 9%

COc1ccc(-c2nc3ccc(NC(C)=O)cc3c(=O)n2Cc2ccccc2)cc1COc1ccc(NC(C)=O)cc1
  HepG2 tox: .	A549 tox: -1%	TGFb inhibitor: .	Nrf2 inh: -9%

Following part
Results follow in this order: HepG2 tox | A549 tox | TGFb inhibitor | Nrf2 inh
Cc1c(P(=S)(c2ccccc2)c2ccccc2)c2ccccc2n1C/C=C/c1ccccc1
→ . | -1% | . | 8%
NCCCNc1ccc(Br)cn1
→ . | 8% | . | 7%
CN1CCc2sc(NC(=O)Cc3ccccc3)c(C(=O)Nc3ccc(Cl)cc3)c2C1
→ . | -3% | . | 18%
CC(Nc1ncnc2ccc(-c3ccc4c(c3)OCO4)cc12)c1ccco1 (stereo not given)
→ . | -4% | . | -6%
N#CN1CCC(NS(=O)(=O)c2ccc(F)cc2)C1 (stereo not given)
→ . | -2% | . | 8%
COCCCc1cc(F)c(S(=O)(=O)N2CCN(S(=O)(=O)c3ccc4c(c3)OCCO4)CC2)cc1F
→ . | 1% | . | -23%
O=[S+]([O-])(c1c(F)cccc1F)N1CCN([S+](=O)([O-])c2csc3ccccc23)CC1
→ . | 17% | . | -3%
Cc1cccc(-c2csc3ncnc(Sc4nnnn4C)c23)c1
→ . | -11% | . | ?
O=C(O)c1cccc(-c2cccc(-c3nn4c(=O)cc(N5CCNCC5)nc4s3)c2)c1
→ . | -8% | . | 5%
Oc1ccc(COc2ccccc2Cl)c2cccnc12
→ . | -5% | . | 18µM*
O=C(c1ccccc1O)N(Cc1ccccc1)Cc1cccs1
→ . | 2% | . | 18%
COc1cccc(-c2nnc3n2N=C(c2ccccc2OC)CS3)c1
→ . | -1% | . | ?
Cc1cc2c(s1)c1cnn(Cc3c(F)ccc(C)c3Cl)c(=O)c1n2C
→ . | -2% | . | 13%
CC1CCC2(C1)N=C(Nc1nc3ccccc3o1)NC1=C2C(=O)CCC1 (stereo not given)
→ . | -4% | . | -8%
Cc1c([S+](=O)([O-])N2CCN([S+](=O)([O-])c3c(F)cccc3F)CC2)sc2ccc(Cl)cc12
→ . | -1% | . | 14%
O=[S+]([O-])(c1ccc2c(c1)OCCO2)N1CCN([S+](=O)([O-])c2c(F)cc(F)cc2Br)CC1
→ . | -3% | . | 13%
Oc1ccc(CNCc2ccccc2F)c2cccnc12
→ . | -11% | . | 1.3µM*
O=[S+]([O-])(c1ccc(N2CCOCC2)nc1)N1CCN([S+](=O)([O-])c2c(F)cccc2F)CC1
→ . | -1% | . | -20%
O=C(O)c1ccc2c(c1)C(=O)N([C@H](Cc1ccc3ccccc3c1)C(=O)O)C2=O
→ . | 2% | . | 11%
Cc1ccc(S(=O)(=O)N2CCN(c3nc(-c4ncco4)nc4ccccc34)CC2)cc1
→ . | -18% | . | ?
COc1ccc(C2Nc3ccccc3C(=O)N2Cc2ccccc2)cc1OCc1ccc(NC(C)=O)cc1 (stereo not given)
→ . | 6% | . | 0%
Cc1ccc(NS(=O)(=O)c2ccc3c(c2)CCC(C)(C)O3)cc1C
→ . | 2% | . | 23µM*
O=C(NCc1ccc(F)cc1)n1cc(P(=S)(c2ccccc2)c2ccccc2)c2ccccc21
→ . | -1% | . | -5%
Cc1ccc(N(C)S(=O)(=O)c2ccc3c(c2)CCC(=O)N3)cc1C
→ . | -6% | . | ?
Cc1ccc(C[C@H](C(=O)O)N2C(=O)c3ccc(C(=O)O)cc3C2=O)cc1
→ . | 0% | . | 5%
CCOC(=O)/C=C/c1cc(F)c(S(=O)(=O)N2CCN(S(=O)(=O)c3ccc4c(c3)OCCO4)CC2)cc1F
→ . | 1% | . | 7%
CCC(=O)NC(c1cccc(C)c1)c1cc(Cl)c2cccnc2c1O (stereo not given)
→ . | -10% | . | 6%
OC(CN1C=CCc2ccccc21)c1ccc(Cl)cc1Cl (stereo not given)
→ -17% | . | 0% | .
O=C(COc1ccccc1C(=O)Nc1cccnc1)Nc1ccc(Br)cc1
→ 4% | . | 3% | .
Cc1[nH]c2ccccc2c1/C=C/c1ccc2ccccc2n1
→ 10µM* | . | 0% | .
COc1cc2nc(C#Cc3nc4cc(OC)c(OC)cc4[nH]3)[nH]c2cc1OC
→ -56% | . | -3% | .
Cc1cccc2[nH]cc(/C=C3/C=Nc4ccccc43)c12
→ -28% | . | ? | .
CCNC(=O)N1CCN(/[N+]([O-])=N/Oc2ccc([N+](=O)[O-])cc2[N+](=O)[O-])CC1
→ -50% | . | ? | .
Cn1c(SCc2ccc(Cl)cc2)nnc1-c1ccc(NC(=O)CCc2ccccc2)cc1
→ 8% | . | -2% | .
COc1ccc(-c2nc3ccccc3o2)cc1NC(=O)COc1ccc(C)cc1
→ 0% | . | -7% | .
CN(C)c1ccc(/C=N\Nc2ccc([N+](=O)[O-])cc2[N+](=O)[O-])cc1Cl
→ -24% | . | 12% | .
COc1ccc(/C=C/c2ccc3ccccc3n2)cc1OC
→ -19% | . | -2% | .
O=C1Cc2ccccc2C1=C1C=c2ccccc2=C1
→ 0% | . | -1% | .
Clc1ccc(-c2csc3ncnc(Sc4nnnn4-c4ccccc4)c23)cc1
→ 6.3µM* | . | 6.3µM* | .
OCC(O)C[n+]1cccc(Br)c1 (stereo not given)
→ -20% | . | 16% | .
Cc1[nH]c2ccccc2c1C(=O)CN(C)c1ccccc1
→ -27% | . | ? | .
COc1ccc(/C=C/c2nccc3ccccc23)cc1OC
→ -25% | . | ? | .
Ic1ccc(/C=C2\C=Cc3ccccc32)cc1
→ -6% | . | -6% | .
N#CC[n+]1cccc(Br)c1
→ 2% | . | -1% | .
C(=Nc1cnc2ccccc2c1)c1ccc2ccccc2n1
→ -19% | . | 5% | .
COc1cc2c(NC3CCN(C)CC3)nc(N3CCCN(C)CC3)nc2cc1OCCCCCN
→ -23% | . | ? | .
CCN(CC)/[N+]([O-])=N/OCOC(=O)C(C)c1ccc2cc(OC(C)=O)ccc2c1 (stereo not given)
→ -1% | . | 4% | .
CCN(CC)c1ccc(/C=C/c2ccnc3ccccc23)cc1
→ -45% | . | 105%[activator] | .
C[n+]1c(/C=C/c2ccnc3ccccc23)cc(/C=C/c2ccnc3ccccc23)c2ccccc21
→ -47% | . | ? | .
CN(C)c1ccc(C=O)c(F)c1
→ 8% | . | 3% | .
O=C(C[N+]1(CCc2ccccc2)CCOCC1)c1cccc([N+](=O)[O-])c1
→ -1% | . | -9% | .
COc1cc2nc(CC(O)c3nc4cc(OC)c(OC)cc4[nH]3)[nH]c2cc1OC (stereo not given)
→ 6% | . | 1% | .
C=C1C=C(C)n2ncc(C(=O)Nc3ccc(NC(C)=O)c(Cl)c3)c2N1
→ -13% | . | -4% | .
O=C1COc2ccc(-c3csc(-c4ccc(F)cc4)n3)cc2N1
→ 4% | . | 13% | .
COc1cc2c(NC3CCN(C(C)C)CC3)nc(N3CCCN(C)CC3)nc2cc1OCCOCCN1CCCC1
→ -2% | . | ? | .
O=C(C[n+]1c(Cl)cc(Cl)c2ccccc21)c1ccccc1
→ -21% | . | -19% | .
CCOC(=O)c1ccc(N(C(=O)c2ccccc2)c2ccccc2)cc1
→ -32% | . | ? | .

An excerpt; the hit share may differ from the screen's.
